14-3-3 PPI – modulators of 14-3-3 gamma protein binding, primary screen, biochemical, fluorescence polarization; FP, 14-3-3gamma / TMR-pS259-Raf peptide binding; inhibition, % at 40 µM; 0.19% of 160,000 active; AID 422, 2006; 14-3-3 protein gamma (Homo sapiens), P61981; in the data active means inhibition above about 30%;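 further: 0% = protein plus tracer without compound and 100% = blank with tracer alone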
Target sequence (P61981 whole entry, looked up): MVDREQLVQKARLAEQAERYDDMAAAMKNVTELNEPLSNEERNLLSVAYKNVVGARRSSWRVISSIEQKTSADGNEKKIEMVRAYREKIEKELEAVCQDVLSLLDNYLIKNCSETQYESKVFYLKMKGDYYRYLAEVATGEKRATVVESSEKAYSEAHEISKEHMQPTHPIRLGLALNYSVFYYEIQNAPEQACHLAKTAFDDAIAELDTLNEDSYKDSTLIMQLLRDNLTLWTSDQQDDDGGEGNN
An asterisk follows results filed as active; & = joins results of further samples.

SMILES	14-3-3 PPI
COc1cc(NC(=O)Cn2nc([N+](=O)[O-])c(Br)c2C)cc([N+](=O)[O-])c1	-7
Cc1ccc(-c2c3c(=O)n(C)c(=O)n(C)c3cn2CCCN2CCOCC2)cc1	-7
Cc1cc(SCC(=O)O)nc2c(C)cccc12	0
Cc1ccc(OCC(=O)Nc2ncc(Cc3ccc(Br)cc3)s2)cc1	-3
CCC(C)NC(=O)CN1C(=O)CSc2ccc(S(=O)(=O)N3CCOCC3)cc21 (centres undefined)	8
O=C(C1CCCN(S(=O)(=O)c2cccc3nsnc23)C1)N1CCC(N2CCCCC2)CC1 (centres undefined)	-4
c1ccc2cc(OCCN3CCCC3)ccc2c1	10
Fc1ccc(-c2nnc(Cc3nnc(-c4ccc(F)cc4)o3)o2)cc1	-7
COc1ccccc1NC(=O)Cc1nn(C)c(=O)c2ccccc12	-2
COc1ccc(-c2nnc(NC(=O)c3ccc(S(=O)(=O)N(C)C4CCCCC4)cc3)o2)cc1	-7
O=CN1CCN(C2CC(=O)N(c3ccc4c(c3)OCO4)C2=O)CC1 (centres undefined)	-5
O=C(COc1ccccc1Cl)Nc1ccc(Cc2ccncc2)cc1	-1
O=C(NCc1ccc(F)cc1)C1CCCN(S(=O)(=O)c2cccnc2)C1 (centres undefined)	5
C[C@@H]1C[C@H](Nc2ccccc2)c2ccccc2N1C(=O)c1cccnc1	-5
CCOc1ccc(C(=O)CC2(O)C(=O)Nc3ccc(C)cc32)cc1 (centres undefined)	5
Cc1ccc2c(c1)NCCO2	-2
COc1ccccc1C1CC(c2c(-c3ccccc3)c3cc(Cl)ccc3[nH]c2=O)=NN1C(=O)CN1CCCC1 (centres undefined)	-8
Cc1ccccc1NS(=O)(=O)c1ccc2c(c1)CCN2S(C)(=O)=O	-2
NCCSC12CC3CC(CC(C3)C1)C2	-12
O=C(O)C1CSC(c2ccccc2Cl)N1C(=O)c1ccc(Cl)cc1 (centres undefined)	-1
COc1cc(C(=O)Nc2ccc(S(=O)(=O)Nc3ccc(F)cc3)cc2)cc(OC)c1OC	-12
Cc1nnc(Sc2cc(C(=O)O)c3ccccc3n2)s1	-4
CCOc1ccc2nnnn2n1	-9
COc1cccc(C(=O)OCc2ccccc2C#N)c1O	-8
C#CCSc1nc(C)cc(C)c1C#N	2
CCN(CC)S(=O)(=O)c1ccc(C(=O)Nc2c3c(nn2-c2ccccc2C)CS(=O)(=O)C3)cc1	-1
O=c1c2c3c(sc2ncn1/N=C/c1ccco1)CCCC3	2
O=C(O)c1ccccc1N1C(=O)c2ccccc2C1=O	-1
CN(Cc1ccccc1)c1ncnc2c1cnn2-c1ccc(Cl)cc1	-11
CN(C(=O)c1cccc(C#N)c1)c1nnc(-c2ccccn2)s1	0
Cc1cccc2c(C(=O)N3CCCCC3)cc(-c3ccccc3)nc12	1
CC(=O)N(C)c1ccc(NS(=O)(=O)c2ccc(C)cc2)c2c1C(=O)c1ccccc1C2=O	-116
CCCOc1ccc(C2C(=O)N(C3CCCCC3)CC(=O)N2C2CC2)cc1OC (centres undefined)	-4
COc1cc(S(=O)(=O)N2CCN(Cc3ccc4c(c3)OCO4)CC2)c(C)cc1C	-2
O=C(CSc1nc2ccc(N=Cc3cccc([N+](=O)[O-])c3)cc2s1)NCCc1ccccc1	7
O=C(CCCN1C(=O)c2cccnc2C1=O)Nc1ccc(OC(F)(F)F)cc1	-5
CC(=O)N1CCCc2cc(S(=O)(=O)N3CCN(c4ccc(Cl)cc4)CC3)ccc21	-7
CC(C)=CCCC1(C)OC(=O)N(CCC#N)C1(C)O (centres undefined)	2
CCOC(=O)N1CCN(C(=O)CN(c2ccc3c(c2)OCO3)S(C)(=O)=O)CC1	-5
CCOc1ccccc1NC(=O)C1c2ccccc2C(=O)N(CCOC)C1c1ccc(F)cc1 (centres undefined)	-1
CCOc1ccc(C(=O)NCCn2ccc3ccccc32)cc1OCC	11
COc1ccc2nc3sc(C(=O)NCc4cccnc4)cc3cc2c1	-12
CC1(C)CC(=O)C2=C(C1)Nc1nc(SCc3ccccc3Cl)nn1C2c1ccncc1 (centres undefined)	1
O=C1c2cccc3cccc(c23)C(=O)N1CCSc1nc2sc3c(c2c(=O)[nH]1)CCCC3	-4
O=C1c2ccccc2C(=O)N1CCCc1nc2ccccc2c(=O)n1CCCn1ccnc1	-1
COc1ccc(/C=N/O)cc1COc1ccc(NC(C)=O)cc1	2
Cc1ccccc1OCc1nnc2n1CC(C)S2 (centres undefined)	-1
COc1cc(CN2CCN(CC3CC4C=CC3C4)CC2)cc(OC)c1O (centres undefined)	-2
CCn1c(Cc2ccccc2)nnc1SCC(=O)Nc1ccccc1	5
COCCn1cc(C(=O)NCc2ccccn2)c2c3ccccc3n(C)c2c1=O	0
Next records follow.
SMILES	14-3-3 PPI
Cc1ccc(NC(=O)Cc2c(C(=O)O)[nH]c3ccc(Cl)cc23)c(Cl)c1	1
CC(C)n1c(NCc2ccccc2O)nc2ccccc21	0
Cc1cccc(C(=O)Nc2ccc(NC(=O)c3ccco3)cc2)c1	-4
Cc1c(NC(=O)COC(=O)C2CC3C=CC2C3)c(=O)n(-c2ccccc2)n1C (centres undefined)	-4
CCCOC(=O)C1=C(C)N(C)C(=O)NC1c1ccccc1I (centres undefined)	-28
Cc1cc(C)n(C(=O)CNC(=O)c2ccccc2Cl)n1	4
CCOC(=O)c1[nH]c2ccc(F)cc2c1NC(=O)CCN1CCSCC1	-9
Cc1ccc(S(=O)(=O)N(CCc2ccccc2)CC(=O)Nc2ccc(F)cc2)cc1	-1
CCCCNC(=O)C1CCC(=O)N1CCc1ccccc1 (centres undefined)	-2
Cc1ccccc1OCc1nc2ccccc2c(=O)n1/N=C/c1ccco1	0
Cc1cccc(-n2c(N)cc(=O)nc2SCC(=O)NC2CCCCC2)c1	-3
CCCCc1c(O)nc(SCC(=O)c2ccccc2)[nH]c1=O	-3
O=C(NCCCN1CCCC1=O)c1ccc2c(c1)OCO2	0
O=C(CCN1C(=O)COc2ccccc21)N1CCN(c2ccccn2)CC1	-13&-3
COC(=O)C(C)Sc1ccc2nnc(-c3ccc(F)cc3)n2n1 (centres undefined)	6
O=C(COc1ccc(S(=O)(=O)N2CCCC2)cc1)NCc1ccco1	0
O=C(NCc1ccoc1)c1ccc(NC(=O)c2ccccc2Cl)cc1	-3
CS(=O)(=O)N1CCc2cc([N+](=O)[O-])ccc21	-11
O=c1oc(-c2ccco2)nc2ccc(Br)cc12	-10
COc1ccc(C2C(C(=O)N3CCN(c4cccc(C)c4C)CC3)CCC(=O)N2c2cc(OC)c(OC)c(OC)c2)cc1 (centres undefined)	5
CC(C)C(C(=O)Nc1ccc(Cl)cc1)N1C(=O)c2ccccc2C1=O (centres undefined)	-4
CCC(C)OC(=O)c1[nH]c2c(c1C)C(=O)CC(c1ccc(Cl)cc1)C2 (centres undefined)	3
COC(=O)c1[nH]c2cc(OC)ccc2c1NC(=O)CCN1CCCC(C)(C)C1	2
CC(=O)Nc1ccc(NC(=O)c2ccc3c(c2)C(=O)c2ccccc2-3)cc1	-17
COc1ccc(C(=O)OCCNC(=O)c2cccnc2)cc1OC	-3
O=C(Cn1c2ccccc2n2nc(-c3ccco3)nc12)c1cccs1	-52
CSc1nsc(SC)c1NC(=O)OCCc1ccccn1	-7
O=C(O)CCCCCNc1ccc([N+](=O)[O-])cc1	15
Cc1ccccc1S(=O)(=O)Nc1ccc2oc3c(c2c1)CCCC3	-11
Nn1cc(-c2ccccc2)nc1SCC(=O)NC1CCS(=O)(=O)C1 (centres undefined)	-3

5 compounds from above, sorted by heavy-atom count, low to high.
SMILES	14-3-3 PPI
CSc1nsc(SC)c1NC(=O)OCCc1ccccn1	-7
Cc1ccccc1S(=O)(=O)Nc1ccc2oc3c(c2c1)CCCC3	-11
CC(C)C(C(=O)Nc1ccc(Cl)cc1)N1C(=O)c2ccccc2C1=O (centres undefined)	-4
CC(=O)Nc1ccc(NC(=O)c2ccc3c(c2)C(=O)c2ccccc2-3)cc1	-17
COC(=O)c1[nH]c2cc(OC)ccc2c1NC(=O)CCN1CCCC(C)(C)C1	2

Continuation:
SMILES	14-3-3 PPI
COc1cc2c(cc1OC)C(COc1ccc(C(C)C)cc1)N(C(=O)C1CC1)CC2 (centres undefined)	0
COc1cccc(-c2nnn(CC(=O)Nc3ccc(C)cc3C)n2)c1OC	-1
N#Cc1cc2c(nc1SCC(N)=O)CCCC2=O	2
NC(=O)c1cc(-c2ccccc2)sc1NC(=O)CSc1ncnc2sc3c(c12)CCCC3	-9
O=C(NC1CCN(C(=O)NCc2ccccc2)CC1)c1ccco1	1
CC(C)OC(=O)c1ccc(NC(=O)COc2ccccc2Cl)cc1	4
COc1ccc(C2SCCN2S(=O)(=O)c2ccc(C)c([N+](=O)[O-])c2)cc1Br (centres undefined)	-3
CC(C)c1ccc(C2=CC(c3ccc(Br)cc3)n3nnnc3N2)cc1 (centres undefined)	-20
CC(=O)N(c1ccc(Cl)cc1)c1cn(C(C)=O)c2ccccc12	-5
CCCn1c(=S)[nH]c2cc(C(=O)N3CCCC(C(=O)OCC)C3)ccc2c1=O (centres undefined)	-5
CCC1CCCCN1c1nc(-c2ccncc2)nc2ccccc12 (centres undefined)	0
Cc1ccc(-c2cc(C(=O)NCCN3CCOCC3)c3ccccc3n2)cc1C	-3
CCOC(=O)c1c(NC(=O)C(C)C)sc2c1CC(C)(C)OC2	-12
O=C(NCc1ccco1)C1CCN(S(=O)(=O)c2cccc3cccnc23)CC1	-2
O=[N+]([O-])c1ccc(N2CCN(S(=O)(=O)c3ccc(Cl)cc3)CC2)cc1NCCc1ccccc1	-24
N#Cc1ccc(-c2ccccn2)nc1SCC=Cc1ccccc1	-40
O=C(NCCOc1ccccc1Cc1ccccc1)c1ccc(I)cc1	-2
Cc1cc2n(n1)C(c1c[nH]c3ccccc13)Nc1ccccc1-2 (centres undefined)	-13
Cc1cc(C(=O)N2N=C(C(F)F)CC2(O)C(F)F)ccc1[N+](=O)[O-] (centres undefined)	-1
CC(N)=NCCC[C@H](N)C(=O)O	-6
O=C(CN1C(=O)c2ccccc2C1=O)N1CCOCC1	7
COc1ccc(NC(=O)[C@@H]2[C@@H]3C(=O)N(C4CCCCC4)C(=O)[C@@H]3C3c4ccccc4C=CN32)cc1 (some centres undefined)	-4
O=C1Nc2ccccc2C(O)(C(=O)N2CCN(c3ccccn3)CC2)N1c1ccc(Cl)cc1 (centres undefined)	0
Cc1ccc(-c2cc(-c3ccccc3)nc(SCC(=O)Nc3cc(C)on3)c2C#N)cc1	-3
CCOCC(=O)Nc1nc2ccc(OCC)cc2s1	-6
O=C(CCN1C(=O)COc2ccccc21)N1CCc2ccccc2C1	0
CCN1CCN(c2ccc(NC(=O)c3cccc4ncccc34)cc2)CC1	-7
CCOC(=O)N1CCN(c2cc(=O)n(Cc3ccc(F)cc3)c(=O)[nH]2)CC1	6
Cn1c(NC(=O)C(C)(C)Oc2ccc(Cl)cc2)cc(=O)n(C)c1=O	-4
CC1CCN(C(=O)Cc2c(C(=O)O)[nH]c3ccccc23)CC1	3
O=C(Nc1ccccc1Cl)c1ccccc1I	-3
COc1ccc2[nH]c(=O)c(CN(C(=O)NC3CCCCC3)C3CCCC3)cc2c1	-8
Cn1c(=O)c2c(nc(NCc3ccc4c(c3)OCO4)n2Cc2ccc(Br)cc2)n(C)c1=O	-11
Cc1ccc(-c2cc3ncc(C#N)c(-c4cccc(C)c4)n3n2)cc1	-4
CC(C)(C)NC(=O)Cn1c(=O)oc2cc(Cl)ccc21	-5
Clc1ccccc1-c1nnc2sc(-c3ccccn3)nn12	-10
N=c1c2cn[nH]c2nc(SCC(=O)c2ccc(Br)cc2)n1-c1ccc(Br)cc1	-7
COc1cccc(NC(=O)C(=O)NCCN(C)C)c1	-1
O=C(CCN1C(=O)C2C3C=CC(CC3)C2C1=O)N1CCN(c2cccc(Cl)c2)CC1 (centres undefined)	-5
C=CCn1c(COc2ccccc2)nc2ccccc21	-2

Quoted from the listing.
In 14-3-3 PPI, Cn1c(=O)c2c(nc(NCc3ccc4c(c3)OCO4)n2Cc2ccc(Br)cc2)n(C)c1=O reads -11
In 14-3-3 PPI, O=C(CCN1C(=O)C2C3C=CC(CC3)C2C1=O)N1CCN(c2cccc(Cl)c2)CC1 (centres undefined) reads -5

Other results follow.
SMILES	14-3-3 PPI
CSC(=Nc1ccccc1)C1=C(O)COC1=O	-4
CC(=O)Nn1cc2c(c1-c1ccccc1)c(=O)n(C)c(=O)n2C	-6
O=C(CSCc1ccc(F)cc1)N1CCN(c2ccccc2F)CC1	6
CCOCCCN1C(=O)c2ccccc2C1C(=O)NC1CCCCCC1 (centres undefined)	-5
Cc1cccc(N2CCN(Cc3c(C)n(C)n(-c4ccccc4)c3=O)CC2)c1C	-3
Cc1nn(Cc2ccc(Cl)c(Cl)c2)c(C)c1NC(=O)c1cc(-c2ccc3c(c2)OCO3)on1	-1
Cc1ccc2nc(C3CCN(C(=O)c4ccco4)CC3)[nH]c2c1	-2
O=C(CN1CCN(c2nc3ccccc3s2)CC1)Nc1ccc([N+](=O)[O-])cc1	-6
Cc1cc(N)c2ccccc2n1	-2
COc1ccc(-c2csc(N3CCN(Cc4ccc5c(c4)OCO5)CC3)n2)cc1	10
CCOC(=O)C1CCCN(C(=O)c2cc3cc4ccc(C)cc4nc3o2)C1 (centres undefined)	0
CC(C)OC(=O)Cn1cnc2ccc(Br)cc2c1=O	0
Cc1c(C(=O)N2CCN(c3ccc(Cl)cc3[N+](=O)[O-])CC2)oc2ccc(Cl)cc12	-5
CCCNC(=O)c1ccccc1NS(=O)(=O)c1ccc(OC)c(OC)c1	-4

Part of the list above, field by field:
CC(C)OC(=O)Cn1cnc2ccc(Br)cc2c1=O
  14-3-3 PPI: 0

CCOC(=O)C1CCCN(C(=O)c2cc3cc4ccc(C)cc4nc3o2)C1 (centres undefined)
  14-3-3 PPI: 0

Cc1c(C(=O)N2CCN(c3ccc(Cl)cc3[N+](=O)[O-])CC2)oc2ccc(Cl)cc12
  14-3-3 PPI: -5

Compound activity deposited in PubChem by Emory University Molecular Libraries Screening Center.

A portion of the library (hit frequency here may not be typical).
